# Compound activity (PubChem)
# PAX8 reporter = inhibitors of PAX8 transcriptional activity in RMG-I cells; actives 1.2% (n = 360,000); RMG-I TPO-luciferase reporter, SteadyGlo, 24 h; inhibition, % at 12.6 µM;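 active means mean replicate inhibition at least 60% with every replicate also reaching 60%; inconclusive means only one of the two criteria is met; inactive means mean below 60% and not all replicates reaching 60%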;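 further: luciferase light reporting Pax8 driven TPO promoter activity; plate controls were median of neutral control wells for no effect and mitoxantrone controls for full effect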
# Cneo AK release = causes C. neoformans cell lysis; adenylate kinase release luminescence, 4 h; normalised: neutral wells 0, clomiphene wells 100; lysis activity, % at 15 µM; actives 0.2% (n = 360,000);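 active means mean lysis activity across replicates of at least 80%, whatever share of replicates individually reach that level; inactive means mean lysis activity below 80%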
#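 read-out = cell lysis signal | test system = log-phase Cryptococcus neoformans yeast cells | input = cells at 5 × 10^6 per mL | medium = fresh YPD growth medium | signal = luminescent adenylate kinase detection reagent | timing = 4 h at 37 °C static, read 1 h later | dosing = single dose | controls = Clomiphene as positive lysis control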
# EWS-Fli block = EWS/Fli transcriptional activity inhibition | AID 651661 | actives 0.67% (n = 350,000) | inhibition, % at 12.6 µM | A673 NR0B1-luciferase reporter, viability-normalised;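 active means mean inhibition of at least 50% after viability correction, with every replicate also passing that limit; inconclusive means mean reaches 50% but only one of two replicates passes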;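 further: firefly luciferase signal divided by Alamar Blue viability fluorescence both relative to DMSO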
# PGC1a acetyl inh = modulators of PGC1a acetylation. U2OS PGC1a acetylation, AlphaScreen anti-acetyl-lysine; with virally co-expressed GCN5 acetyltransferase. inhibition, % at 15.6 µM. actives 0.17% (n = 350,000);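 active means every replicate shows inhibition of at least 40%; inconclusive means mean inhibition at least 40% but some replicate below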;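 further: 0% = neutral control wells and 100% = positive control wells; some results beyond the cut were filed as inactive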
# Casp6 inh = caspase-6 (human) enzyme inhibition | P55212 | purified caspase-6, Z-VEID-R110 cleavage fluorescence | inhibition, % at 12.5 µM | actives 0.53% (n = 350,000) | AID 686996;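 active means mean inhibition across replicates at least about 35%, with every replicate also reaching that limit, limit read from the data; inconclusive means only one of the two criteria met; inactive means neither criterion met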;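 further: 0% = median of neutral control wells and 100% = no fluorescence left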
# Target sequence (P55212 24-179 limits assumed): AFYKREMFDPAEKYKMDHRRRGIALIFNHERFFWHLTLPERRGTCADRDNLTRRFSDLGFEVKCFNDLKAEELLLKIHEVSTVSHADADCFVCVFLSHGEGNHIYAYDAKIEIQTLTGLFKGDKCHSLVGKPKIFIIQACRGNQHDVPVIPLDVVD
# Target sequence (P55212 194-293 limits assumed): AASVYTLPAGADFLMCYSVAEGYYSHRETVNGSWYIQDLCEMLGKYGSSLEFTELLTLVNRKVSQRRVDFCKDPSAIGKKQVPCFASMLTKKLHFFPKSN
# FN deposition inh = fibronectin deposition inhibition; AH1F fibroblasts, Alexa488-fibronectin deposition fluorescence, overnight; AID 743247; actives 0.086% (n = 350,000); inhibition, % at 12.6 µM;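 active means mean inhibition across replicates of 30% or more, regardless of how many single replicates reach that level; inconclusive means mean under 30% yet at least half of replicates reach 30%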;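 further: positive control wells lacked labelled fibronectin entirely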
#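 Material: AH1F fibroblast monolayer depositing Alexa488-labelled fibronectin into matrix | Input: 10000 AH1F cells/well | Medium: DMEM plus 2% serum, read in PBS | Reagent: Alexa488-fibronectin, 24 nM final in well | Compound dosing: One dose per compound, pinned | Schedule: 1 h adhesion, overnight exposure | Measured by: Fluorescence at 485 nm excitation, 525 nm emission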
# miR122 inh = blocks miR-122 activity in Huh7 sensor cells. actives 0.3% (n = 340,000). Huh7 miR-122 Renilla luciferase sensor, 48 h; neutral wells = 0, positive control = 100. activation (reporter increase), % at 12.5 µM. AID 602342;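 active means mean replicate activation score at least 90 and every replicate individually at or above 90; inconclusive means only one of the two criteria met; inactive means neither criterion met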;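 further: higher luciferase means less miR-122 activity so hits act as miR-122 inhibitors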
# LGR2 antag = Drosophila LGR2 receptor signaling inhibition | HEK293 LGR2, CRE-luciferase, bursicon-stimulated, 4 h | inhibition, % at 9.99 µM | actives 0.35% (n = 380,000) | AID 720647;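 active means drop in luminescence signal, shown as inhibition above about 50% in the replicate tests, limit read from the data, passing the limit was not always enough; inconclusive means probably only some replicates passing the limit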;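 further: agonist challenge used bursicon conditioned medium at about half maximal strength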
# Active calls of the source: *; ? = inconclusive; / = no result given; [ ] = remark or other dose. Random draw from the library. Share with any hit: about 2.5%.
SMILES,PAX8 reporter,Cneo AK release,EWS-Fli block,PGC1a acetyl inh,Casp6 inh,FN deposition inh,miR122 inh,LGR2 antag
CCCCNC(=O)CCCn1c(=O)c2ccccc2n(CC(=O)NCCC2=CCCCC2)c1=O,/,0,/,4,/,/,-6,10
COc1cccc(C(CNC(=O)c2ccc(Cl)c(S(=O)(=O)N3CCCC3)c2)N(C)C)c1 (stereo unspecified),1,2,-6,-8,-12,-3,43,6
Cc1ccc(NC2CCCN(C(=O)c3cc4ncccn4n3)C2)cc1C (stereo unspecified),16,-2,-8,-12,-1,1,-6,14
CCCCN(C(=O)c1cc2c(s1)CCCCC2)c1c(N)n(CC(C)C)c(=O)[nH]c1=O,-47,-1,-9,8,0,2,3,-5
CCCCOc1ccc(Cc2n[nH]c(=S)n2N)cc1,/,-2,/,/,/,-1,-16,8
CCN(CC)S(=O)(=O)c1ccc(C(=O)NCCCn2ccnc2)cc1,-9,-1,7,/,-6,-3,21,/
CN(C)CCN1C(=O)C2C(C(=O)Nc3cc(Cl)cc(Cl)c3)C3C=CC2(O3)C1C(=O)NC1CCCCC1 (stereo unspecified),-13,-1,7,-14,3,11,-5,7
C=C1C(=O)[C@]23C[C@H]1CC[C@H]2[C@]1(C)[C@@H](O)CC[C@@](C)(C(=O)O)[C@H]1C[C@@H]3O,?,0,11,-14,2,/,-4,-27
O=C(Cn1c(-c2ccccc2)c[n+]2ccsc12)c1ccc(Br)cc1,-15,0,3,-20,-9,-9,-1,-12
Cc1onc(-c2c(F)cccc2Cl)c1C(=O)NCc1ccccn1,/,0,/,6,/,18,-1,/
CS(=O)(=O)N1CCN(c2ccccc2NC(=O)c2ccc(Br)o2)CC1,/,1,3,-14,0,/,2,12
Cc1ccc(C)c(S(=O)(=O)NCc2ccc(C(=O)N3CC(C)OC(C)C3)cc2)c1 (stereo unspecified),14,-2,/,6,/,8,-9,/
O=C(Cc1ccccc1)NCC(=O)OCC(=O)c1cccs1,/,-1,/,1,/,/,-3,-7
COc1ccc(/C=N/c2nc3ccccc3n2CCN2CCCCC2)cc1OC,/,-1,4,-9,-6,/,2,-26
CCn1c(SCC(=O)NCc2ccco2)nnc1C(C)C,4,0,/,2,/,-1,-1,/
CCN1C(=O)CC(Sc2ccccc2C(=O)O)C1=O (stereo unspecified),/,-1,/,-3,/,-1,3,-14
COc1cc(SC)ccc1C(=O)NCCN1CCOCC1,-14,/,6,/,-3,9,/,-14
Cc1cc(C(=O)NCC(=O)OC(C)C(=O)N2CCOCC2)ccc1[N+](=O)[O-] (stereo unspecified),-8,0,-5,/,-5,-6,/,-7
Cc1cc(O)c(C(=O)Nc2cccc(Cl)c2)c(=O)n1C,-127,0,-79,/,3,-5,/,-75
O=C(O)CSC12CC3CC(C1)CC(C(=O)O)(C3)C2,6,1,/,2,/,2,-3,/
CC(=O)c1cccc(NC(=O)c2cc(Cl)sc2Cl)c1,-9,/,-28,/,1,4,/,-31
Cc1ccc(S(=O)(=O)Nc2ccc3c(c2)C(=O)N([C@@H](C)CO)C[C@@H](C)[C@@H](CN(C)S(=O)(=O)c2cccs2)OCCCC[C@@H](C)O3)cc1,30,-1,17,-11,0,3,-11[16.7 µM],14
C=CCn1c(SCC(=O)Nc2ccc(N3CCOCC3)cc2)nnc1-c1ccco1,10,1,-13,-14,2,5,4,-7
CCOc1ccc(NC(=O)CSc2nc3ccsc3c(=O)n2Cc2ccc(C(=O)O)cc2)cc1,7,3,9,-1,1,3,-2,-1
CCOC(=O)C1(Cc2cccc(OC)c2)CCN(Cc2ccc(OC)c(OC)c2)CC1,5,1,9,1,1,5,-3,/
COc1ccc(O)c(C=Nc2cc(NC(C)=O)c(Cl)cc2Cl)c1,-10,/,3,/,0,6,/,/
NC(=O)COc1ccc(S(=O)(=O)N2CCCC2)cc1,/,1,-2,11,0,5,/,-8
Cc1cccc(OCC(=O)N/N=C/c2cccn2C)c1,-13,3,-5,9,-2,4,-3,-9
CN(C=O)c1ccc(CSc2ccccc2)cc1,-157,-12,-69,2,-3,-2,-11,-46
COC(=O)C1=C(C)Nc2ncnn2C1c1ccc(C)o1 (stereo unspecified),-4,-1,-3,4,-1,5,-5,-8
Cc1cc(NN)nc(NS(=O)(=O)c2ccccc2)n1,-10,-1,-5,0,6,4,-5,-2
CCOc1ccc(C(=O)Nc2ccc(Cl)cn2)cc1Cl,/,-1,/,-1,/,-8,-7,/
CCNC(=O)NC(=O)C(C)OC(=O)CNS(=O)(=O)c1c(Cl)cc(Br)cc1Cl (stereo unspecified),-45,/,-16,-5,-2,20,/,11
Cc1ccccc1C(=O)NC1CCN(CC(=O)NCc2ccccc2)CC1,12,0,0,/,1,-1,-2,7
COc1ccc(CCNC(=O)C2CCCN2C(=O)Nc2ccc(C)cc2)cc1OC (stereo unspecified),-41,-2,6,-16,1,-1,-3,/
CCc1cc(=O)oc2cc(OCC(=O)NCCCn3ccnc3)c(Cl)cc12,-30,4,-1,-2,-2,2,9,-8
CC1CN(C(=O)CN2C(=O)c3ccccc3S2(=O)=O)CC(C)O1 (stereo unspecified),/,4,/,1,/,/,-5,-4
O=C(c1cccc(C(=O)N(c2ccccn2)C2CCCCC2)c1)N(c1ccccn1)C1CCCCC1,11,3,2,1,13,-8,-2,34
C[C@H](CO)N1C[C@H](C)[C@@H](CN(C)C(=O)C2CCCCC2)Oc2ncc(C#CC3CC3)cc2C1=O,/,/,-2,-11,/,/,26[16.7 µM],-9
CC(C)NC(=O)N1[C@H](C(=O)NC2CCC2)[C@@H](CO)[C@@H]2Cn3c(ccc(-c4ccccc4F)c3=O)[C@@H]21,-8,1,4,/,2,/,/,0
O=C1N(Cc2cccnc2)C[C@@H]2C[C@@H](c3cccc(Oc4ccccc4)c3)N3CCC[C@@]123,2,-3,22,0,0,-6,0,14
O=C(CCN1C(=O)c2ccccc2C1=O)Nc1ccccc1C(F)(F)F,15,2,0,-4,1,-5,0,-1
C[C@H]1CN([C@@H](C)CO)C(=O)c2cccc(NS(=O)(=O)c3ccc(Cl)cc3)c2O[C@@H]1CN(C)Cc1ccc(-c2ccccc2)cc1,-21,8,8,-2,/,-10,57[16.7 µM],5
CCC(=O)N(C)C[C@@H]1Oc2cc(-c3ccccc3OC)ccc2S(=O)(=O)N([C@H](C)CO)C[C@@H]1C,4,-1,9,2,-3,/,3[16.7 µM],-12
O=C(NNC(=O)c1cnccn1)c1ccc(Cl)cc1,-17,/,10,/,-1,-2,/,-13
Cc1cc(S(=O)(=O)N2CCCCC2CCNC(=O)C(=O)NCc2cccnc2)ccc1F (stereo unspecified),27,0,1,-42,-4,0,/,-14
Cc1ccc(C(=O)NCCC(=O)NCc2cc(=O)n(C)c(=O)n2C)cc1,-8,-16,/,-13,-1,-2,-4,5
C[C@@H]1CN([C@@H](C)CO)S(=O)(=O)c2ccc(-c3cncnc3)cc2O[C@H]1CN(C)C(=O)C1CC1,/,/,-3,3,/,1,0[16.7 µM],30
CN(Cc1ccccc1)C(=O)c1ccc(NC(=O)Cc2ccc(NC(=O)C3CCN(C(=O)CCc4ccccc4)CC3)cc2)cc1,36,-1,11,/,-3,-2,/,14
C[C@H]1CN([C@@H](C)CO)S(=O)(=O)c2ccc(C#CCN(C)C)cc2O[C@H]1CN(C)Cc1ccccc1F,/,0,-19,-12,1,/,-3[16.7 µM],7
# Remaining list, next part:
SMILES,PAX8 reporter,Cneo AK release,EWS-Fli block,PGC1a acetyl inh,Casp6 inh,FN deposition inh,miR122 inh,LGR2 antag
COc1ncnc2c1ncn2CCCNc1ccc(C)c(C)c1,-7,-2,-4,3,-3,12,-1,-8
COCCNC(=O)c1cc2c(c(-c3cccc(C#CC(C)(C)O)c3)n1)[C@@H](CCO)N(S(=O)C(C)(C)C)C2 (stereo partly specified),-10,-1,7,-4,9,1,-1,3
COc1ccccc1/C=C/C(=O)NCC(=O)N=Nc1c(O)[nH]c2ccccc12,-34,0,-14,/,0,11,5,16
Cc1noc(C)c1NC(=O)Nc1ccc2c(c1)C(=O)N([C@@H](C)CO)C[C@H](C)[C@H](CN(C)Cc1ccc(-c3ccccc3)cc1)O2,-1,0,1,4,-3,/,-15[16.7 µM],4
N#C[C@H]1[C@H](c2ccccc2C2=CCCCC2)[C@@H](CO)N1S(=O)(=O)c1cccc(F)c1,/,/,2,-25,2,-14,/,19
Cc1ccc(S(=O)(=O)CCC(=O)OCC(=O)NNC(=O)c2ccc([N+](=O)[O-])cc2)cc1,6,-1,-1,-2,0,8,-6,3
COCCN(Cc1cc2cc(C)ccc2n2nnnc12)C(=S)Nc1ccc(C)cc1,0,/,14,-16,/,0,-2,-12
CC1(C)CC(=O)C(C=NCCN2CCN(C3CC(=O)N(c4ccc(F)cc4)C3=O)CC2)=C(O)C1 (stereo unspecified),9,-2,5,-4,-4,-9,-1,-8
COc1ccc(-c2c3c([nH]c(=S)c2C#N)CCC3)cc1,17,0,/,1,/,-13,-1,/
O=C(Nc1cccc(-c2nnc(-c3ccco3)o2)c1)C(c1ccccc1)c1ccccc1,27,0,/,-24,/,-11,-6,/
Cc1ccc(CCNC(=O)C2=CCN(S(=O)(=O)c3ccccc3)CC2)cc1,25,0,/,3,3,0,2,-10
O=C(OCC(=O)C12CC3CC(CC(C3)C1)C2)c1ccccn1,/,-1,-13,0,-3,-4,-8,-7
Cc1nc(NC(=O)/C=C/c2ccc(C(C)(C)C)cc2)sc1C(=O)N(C)C,13,/,7,/,-1,-2,/,/
CC(C)NC(=O)N(C)C[C@H]1Oc2ncc(C#CC3CCCC3)cc2C(=O)N([C@H](C)CO)C[C@@H]1C,7,6,3,5,6,1,15[16.7 µM],20
Cc1ccc(N2C(=O)[C@@H]3[C@H](C2=O)[C@H]2C=CC=NN2[C@@H]3C(=O)Nc2ccccc2)cc1,-12,/,9,/,4,-10,/,-35
Cc1ccccc1S(=O)(=O)NCC[C@H]1CC[C@H](NS(=O)(=O)c2ccccc2C)[C@H](CO)O1,11,-5,-10,6,1,/,-1[16.7 µM],-21
Cc1sc2nc(CN3CCCC3)nc(N3CCN(S(=O)(=O)c4cccc(F)c4)CC3)c2c1C,0,3,9,12,0,-5,-4,6
N#Cc1ccc(CSc2nnc(-c3cnccn3)o2)cc1,/,1,/,7,/,-4,-8,/
O=C(C[C@@H]1C[C@@H]2c3cc(NC(=O)c4ccc5c(c4)OCO5)ccc3O[C@@H]2[C@H](CO)O1)NCC(F)(F)F,3,19,0,-6,2,/,0[16.7 µM],12
Cc1nc(SCc2ccccc2)nc2c1CCC2,-161,7,-117,4,1,-1,-2,-95
C[C@H](NC(=O)C1CCN(S(=O)(=O)c2ccccc2)CC1)C(=O)NCc1ccco1,13,/,/,-1,-1,-9,-10,-1
CCn1c(SCC(=O)Nc2ccc(Br)cn2)nnc1C1CC1,1,0,-7,5,3,/,-6,13
COc1ccc(CCNc2ccc(N3C(=O)CC(C)C3=O)cc2[N+](=O)[O-])cc1OC (stereo unspecified),16,14,6,-13,0,-6,5,5

# Retrieved by compound from the list above:
SMILES,PAX8 reporter,Cneo AK release,EWS-Fli block,PGC1a acetyl inh,Casp6 inh,FN deposition inh,miR122 inh,LGR2 antag
O=C(OCC(=O)C12CC3CC(CC(C3)C1)C2)c1ccccn1,/,-1,-13,0,-3,-4,-8,-7
C[C@H](NC(=O)C1CCN(S(=O)(=O)c2ccccc2)CC1)C(=O)NCc1ccco1,13,/,/,-1,-1,-9,-10,-1
